High-throughput results from PubChem.
LYP phosphatase – inhibitors of LYP phosphatase, biochemical, fluorescence intensity, uHTS (AID 1779); 290,000 compounds, 0.054% hits; recombinant LYP phosphatase, fluorescence intensity; higher % means a stronger effect; inhibition, % at 11.5 µM, or IC50 in µM where a hit was titrated;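 further: plate controls were vehicle with enzyme for no effect and no enzyme for full effect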
PhoP inhibition – inhibitors of PhoP regulon expression, primary screen, Salmonella Typhimurium, GFP reporter (AID 1863). 300,000 compounds, 0.16% hits. one-dose inhibition, % at 50 µM; IC50 in µM for titrated hits. S. Typhimurium PhoP-regulated promoter GFP reporter, 4 h; higher % means a stronger effect;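 active means inhibition over 29.93%, a cutoff 3 SD above the screen mean, later confirmed by dose response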;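 further: 0% = low Mg2+ inducing control and 100% = high Mg2+ repressing control; strong numbers were not always called active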
KOR beta-arrestin-1 – KOR agonists, beta-arrestin recruitment, primary screen, cell-based, luminescence, uHTS (AID 1777) | KOR beta-arrestin recruitment, luminescence; higher % means a stronger effect | 280,000 compounds, 0.02% hits | one-dose activation, % at 10 µM; EC50 in µM for titrated hits; in the data active means activation above about 50%, passing the limit was not always enough; further: a part of the inactive calls stands beside numbers as strong as those of hits
NOD1 inhibition – inhibition of NOD1-driven NF-kB reporter – cell-based, luminescence, uHTS, primary screen (AID 1578). NOD1-driven NF-kB luciferase reporter cells, luminescence; higher % means a stronger effect. 290,000 compounds, 1% hits. inhibition, % at 4 µM, or EC50 in µM where a hit was titrated; in the data active means inhibition mostly above about 36%, no sharp cut-off; inactive means mostly below about 34%;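 further: HEK-293T reporter cells stimulated with the NOD1 agonist gamma-tri-DAP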
HEK293 NOD2/NF-kB – NOD2 signaling inhibitors, cell-based, luminescence, uHTS, HEK293 (AID 1566). HEK293 NOD2/NF-kB luciferase reporter, luminescence; higher % means a stronger effect. one-dose inhibition, % at 4 µM; EC50 in µM for titrated hits. 290,000 compounds, 0.63% hits; further: many of its hits are not listed in these tables
Myeloid diff MLP – myeloid differentiation induction; ER-HoxA9 myeloid progenitors, lysozyme-GFP differentiation, flow cytometry; calls only at 10 µM; 360,000 compounds, 1% hits; AID 624256;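 active means normalized GFP-positive differentiation at or above the plate's own cutoff, the solvent-only control mean plus 3 SD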;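 further: cells exposed to compound for four days before flow analysis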
KOR beta-arrestin-2 – kappa opioid receptor blockers – cell-based, luminescence, uHTS (AID 1778); KOR beta-arrestin recruitment, luminescence, antagonist mode; higher % means a stronger effect; inhibition, % at 10 µM, or IC50 in µM where a hit was titrated; 290,000 compounds, 0.091% hits; further: strong numbers were not always called active
SIAH1 antagonists – blockers of Siah-1 interaction with plectin peptide – biochemical, fluorescence polarization, rhodamine-plectin, uHTS, primary screen (AID 1817); Siah-1 / rhodamine-plectin peptide fluorescence polarization; higher % means a stronger effect; displacement, % at 20 µM, or IC50 in µM where a hit was titrated; 290,000 compounds, 0.02% hits;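 active means displacement of at least 50% at 20 µM, with a fluorescence ratio check between 0.3 and a set limit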;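 further: plate controls were Siah plus tracer with DMSO for no effect and tracer alone without Siah for full effect; strong numbers were not always called active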
HIV peptide binding – cell-free HIV fusion peptide-binding blockers – biochemical, uHTS, fluorescence dequenching, primary screen (AID 1986). cell-free peptide binding, fluorescence dequenching, 30 min; higher % means a stronger effect. inhibition, % at 20 µM; hits with a dose series show IC50 in µM. 290,000 compounds, 0.3% hits; in the data active means inhibition mostly above about 52%, no sharp cut-off; inactive means mostly below about 76%; further: some results filed as inactive read as strong as hits
Myeloid diff MLP GFP+ MAC1+ % – also measured in Myeloid diff MLP; calls as there; GFP+ MAC1+ double positive, %; measured here: differentiation confirmed by MAC1 staining
Active calls of the source: *; i = inactive; x = not tested or not shown; [ ] = dose if it differs, or a comment. Unless noted, no stated cut-off is given here; in the data, active means inhibition above about 50%; inactive means the rest.

Start of the listing, in advance, 2 compounds:
nr | Molecule | LYP phosphatase | PhoP inhibition | KOR beta-arrestin-1 | NOD1 inhibition | HEK293 NOD2/NF-kB
1 | COc1cc2c(cc1OC)C(C(=O)Nc1cc(C)c(OC)c(C)c1)CC(=O)N2 (stereo not drawn) | -11% | -7% | -4.9% | -10% | 18%
2 | COc1ccc(N(CC(=O)NCc2ccco2)S(=O)(=O)c2ccc(C)cc2)cc1OC | -4% | -4% | 1.2% | -36% | 15%

nr | Myeloid diff MLP | Myeloid diff MLP GFP+ MAC1+ % | KOR beta-arrestin-2 | SIAH1 antagonists | HIV peptide binding
1 | i | 0.2 | 3% | 8% | -1.3%
2 | i | 0.4 | 11% | 0% | 0.0%

Main list, repeating the preview:
nr | Molecule | LYP phosphatase | PhoP inhibition | KOR beta-arrestin-1 | NOD1 inhibition | HEK293 NOD2/NF-kB
1 | COc1cc2c(cc1OC)C(C(=O)Nc1cc(C)c(OC)c(C)c1)CC(=O)N2 (stereo not drawn) | -11% | -7% | -4.9% | -10% | 18%
2 | COc1ccc(N(CC(=O)NCc2ccco2)S(=O)(=O)c2ccc(C)cc2)cc1OC | -4% | -4% | 1.2% | -36% | 15%
3 | O=C(/C=C/c1ccccc1)NCC(=O)N/N=C/c1ccco1 | -5% | 6% | 3.1% | -33% | 18%
4 | Cc1nn(-c2ccccc2)c(N)c1N=Nc1cccnc1 | -6% | 2% | -2.6% | -65% | -56%
5 | COc1cc(NS(=O)(=O)c2ccc(Cl)cc2)c(C(=O)O)cc1OC | -2% | 1% | 7.0% | -11% | 5%
6 | COC(=O)c1cc(S(=O)(=O)NCCc2cccc(C)c2)cn1C | -11% | -1% | -0.9% | 34% | -10%
7 | COc1ccc(NC(=O)CN2CCCN(S(=O)(=O)c3ccc(F)cc3)CC2)c(OC)c1 | -8% | -9% | 6.4% | -17% | 7%
8 | CS(=O)(=O)N(Cc1ccccc1)c1ccc(C(=O)NC2CCCCC2O)cc1 (stereo not drawn) | -10% | 0% | 3.2% | 6% | 17%
9 | COC(=O)CCC(=O)c1oc2ccc(OC)cc2c1N | -12% | 1% | -1.9% | -54% | -66%
10 | COc1ccccc1NS(=O)(=O)c1cc(C(=O)NCCC(C)C)ccc1F | -3% | -2% | 5.9% | 23% | -8%
11 | Cc1cc(C)cc(C(=O)NCC(=O)N2CCN(c3cccc(Cl)c3)CC2)c1 | -2% | 2% | -3.3% | 7% | 37%
12 | Cc1cccc(C)c1NS(=O)(=O)c1ccc2c(c1)C(=O)c1ccccc1C2=O | 1% | -2% | 27% | -20% | 15%
13 | Cc1cc(C)cc(OCCCCn2cncn2)c1 | -4% | -6% | 0.7% | -18% | 18%
14 | Cc1occc1C(=O)Nc1cccnc1 | -1% | 18% | -4.5% | 8% | -22%
15 | Cc1nnc(SCC(=O)NC2CCCCC2)s1 | -2% | -3% | -2.1% | -26% | -9%

nr | Myeloid diff MLP | Myeloid diff MLP GFP+ MAC1+ % | KOR beta-arrestin-2 | SIAH1 antagonists | HIV peptide binding
1 | i | 0.2 | 3% | 8% | -1.3%
2 | i | 0.4 | 11% | 0% | 0.0%
3 | i | 0.0 | 1% | 8% | -1.4%
4 | i | 0.1 | 4% | 0% | -1.0%
5 | i | 0.4 | -3% | -5% | 11%
6 | i | 0.2 | -18% | -7% | 0.3%
7 | i | 0.1 | 4% | -1% | -0.7%
8 | i | 0.6 | -11% | 1% | 17%
9 | i | 0.6 | 18% | 1% | 1.9%
10 | i | 0.3 | -10% | -4% | 0.7%
11 | i | 0.4 | 5% | 6% | -1.2%
12 | i | 0.8 | 16% | 7% | 4.3%
13 | i | 1.3 | -67%[20 µM] | 5% | 0.8%
14 | i | 0.9 | -40% | 0% | -0.6%
15 | i | 0.6 | 14% | 1% | 2.6%

(listing goes on)
nr | Molecule | LYP phosphatase | PhoP inhibition | KOR beta-arrestin-1 | NOD1 inhibition | HEK293 NOD2/NF-kB
16 | O=C(O)CSc1nccc2ccccc12 | -6% | -24% | x | -11% | 2%
17 | Cc1ccc(S(=O)(=O)N2CCN(C3CCC(c4ccccc4)CC3)CC2)cc1 (stereo not drawn) | 7% | 5% | -2.1% | -11% | 13%
18 | COc1ccc(C(CC(=O)c2ccccc2)CC(=O)c2ccccc2)cc1 | 0% | -10% | 2.0% | 3% | 21%
19 | Cc1ccc(SCC(=O)c2cc(C)c(OC(=S)N(C)C)c(C)c2)cc1 | -8% | 0% | -4.8% | -31% | -21%
20 | CC1(C)CC(=O)C2=C(C1)Oc1ncn(CCO)c(=N)c1C2c1ccccc1 (stereo not drawn) | -6% | -14% | -8.8% | 16% | 14%
21 | CC12CCC(C(=O)N/N=C/c3ccc(O)cc3)(OC1=O)C2(C)C (stereo not drawn) | -8% | -3% | 1.0% | -12% | 5%
22 | Cn1cccc1CC(=O)NNC(=S)Nc1ccc(Cl)cc1 | 8% | 44% | 6.6% | -58% | -15%
23 | O=C(CS(=O)(=O)Cc1ccccc1)Nc1ccc(S(=O)(=O)N2CCOCC2)cc1 | -5% | -7% | -2.3% | -16% | 5%
24 | O=c1cc[nH]c2ccc([N+](=O)[O-])cc12 | -2% | 20% | 3.8% | -34% | -4%
25 | C=CCN1C(=O)N(/C=C/C)c2cccc3cccc1c23 | 8% | 10% | 1.9% | x | 11%
26 | CCCCCCCCOC(=O)c1nc(Cl)c(Cl)c(N)c1Cl | 0% | -10% | -3.6% | -9% | 5%
27 | CN(C)C(=O)c1ccc2c3c(cccc13)CC2 | -10% | -1% | -1.2% | -18% | 18%
28 | CCn1ncc(Br)c1C(=O)Nc1cc(C(=O)OC)ccc1C(=O)OC | -1% | -4% | 1.6% | -23% | 1%
29 | Cc1c(S(=O)(=O)N2CCN(c3ccccc3)CC2)c(=O)n(C)c(=O)n1C | -2% | -1% | 3.1% | -4% | -4%
30 | CC(C)(C)NC(=O)NC(=O)CSc1nnc2ccccn12 | 4% | -4% | 4.9% | -24% | 6%

nr | Myeloid diff MLP | Myeloid diff MLP GFP+ MAC1+ % | KOR beta-arrestin-2 | SIAH1 antagonists | HIV peptide binding
16 | i | 0.3 | -42%[20 µM] | 14% | 0.3%
17 | x | x | 15% | 10% | -0.7%
18 | i | 1.7 | 12% | 4% | -1.1%
19 | i | 1.2 | -14% | 0% | 4.7%
20 | i | 0.7 | -25% | 0% | 0.9%
21 | i | 0.6 | -9% | -2% | 1.5%
22 | i | 0.5 | x | 6% | 44%
23 | i | 0.7 | -15% | 1% | 3.1%
24 | i | 0.5 | -10% | 11% | -2.2%
25 | i | 0.2 | -41% | 4% | 1.1%
26 | i | 1.9 | -6% | 2% | 3.9%
27 | i | 0.2 | 13% | -1% | 0.9%
28 | i | 0.8 | 11% | 2% | 0.9%
29 | i | 0.5 | -15% | -4% | 0.6%
30 | i | 1.6 | -23% | -1% | -0.7%

Some entries already given, limited to NOD1 inhibition and KOR beta-arrestin-2:
| entry | structure | NOD1 inhibition | KOR beta-arrestin-2 |
| --- | --- | --- | --- |
| 15 | Cc1nnc(SCC(=O)NC2CCCCC2)s1 | -26% | 14% |
| 23 | O=C(CS(=O)(=O)Cc1ccccc1)Nc1ccc(S(=O)(=O)N2CCOCC2)cc1 | -16% | -15% |
| 14 | Cc1occc1C(=O)Nc1cccnc1 | 8% | -40% |

More records follow:
nr | Molecule | LYP phosphatase | PhoP inhibition | KOR beta-arrestin-1 | NOD1 inhibition | HEK293 NOD2/NF-kB
31 | CC1CCC2(CC1)NC(=O)N(Cc1cc(=O)n3ccsc3n1)C2=O (stereo not drawn) | 2% | -11% | -1.1% | -14% | -6%
32 | CC(=O)O[C@H]1C[C@@]2(C)[C@@H](C[C@@H](O)[C@H]3[C@@]4(C)CC[C@@H](O)[C@@H](C)C4CC[C@@]32C)/C1=C(\CCC=C(C)C)C(=O)O (stereo partly drawn) | -4% | 0% | -1.5% | -2% | 0%
33 | Cc1cc(C)cc(NC(=O)c2ccc(N3C(=O)C4CCCCC4C3=O)cc2)c1 (stereo not drawn) | -7% | 1% | -4.1% | -30% | 2%
34 | CCOC(=O)c1cc2c(=O)n3ccccc3nc2n(Cc2ccco2)c1=NC(=O)c1cccc(OC)c1 | -10% | -4% | -0.5% | 4% | 11%
35 | O=C(Nc1ccccc1F)C(=Cc1sc(N2CCOCC2)nc1-c1ccccc1)C(=O)Nc1ccccc1F | 6% | -138% | -3.2% | 22% | -6%
36 | N=c1c(S(=O)(=O)c2ccc(Cl)cc2)cc2c(=O)n3ccccc3nc2n1CCN1CCOCC1 | -31% | -9% | -4.3% | -2% | 0%
37 | CCCCCCn1c(=O)c(-c2nc3ccccc3c(=O)[nH]2)c(O)c2ccccc21 | -13% | x | -1.3% | -9% | -4%
38 | C=CCNC(=O)CCCOc1ccc(C)cc1 | -6% | 8% | -8.8% | 15% | 16%
39 | Cn1c(=O)c2c(SCc3ccccn3)nc(CC(C)(C)C)nc2n(C)c1=O | 1% | -2% | -2.8% | 6% | 5%
40 | CC/C(O)=C(\C#N)c1nnc2n1CCCCC2 | -4% | -5% | 2.4% | -2% | 3%
41 | CCOc1cc(NC2CS(=O)(=O)CC2O)c(OCC)cc1NC(=O)c1ccccc1 (stereo not drawn) | -13% | 2% | 2.1% | 14% | 20%
42 | C=CCN(c1cccc(C(F)(F)F)c1)S(=O)(=O)c1cccc(C(=O)OCC(=O)NCCC)c1 | 3% | 3% | -1.7% | -24% | 4%
43 | COC(=O)c1ccc(OC(=O)c2ccccn2)cc1 | -1% | 5% | 3.0% | -7% | 14%
44 | COc1ccc(NCc2nnc(SCC(=O)Nc3nc(-c4ccccc4)cs3)n2-c2ccccc2)cc1 | 9% | -8% | 2.0% | -88% | -31%
45 | Cc1ccc2c(CN3CC(C)CC(C)C3)cc(=O)oc2c1 (stereo not drawn) | -4% | 2% | -1.4% | -14% | 6%
46 | O=C(OCCC1Oc2cccnc2NC1=O)c1ccc([N+](=O)[O-])cc1 (stereo not drawn) | 3% | -13% | -2.1% | -9% | 18%
47 | CC(C)c1cc(C(=O)Nc2cc(Cl)ccc2O)no1 | -6% | -7% | 0.7% | -50% | -50%
48 | CCOc1ccccc1CNc1nc2nc3c(c(=O)n2[nH]1)CCC3 | -2% | 0% | 0.8% | -19% | 4%

nr | Myeloid diff MLP | Myeloid diff MLP GFP+ MAC1+ % | KOR beta-arrestin-2 | SIAH1 antagonists | HIV peptide binding
31 | x | x | -5% | 0% | -0.3%
32 | i | 1.3 | -13% | -1% | 3.2%
33 | x | x | 4% | -3% | 1.1%
34 | i | 0.9 | -12% | -7% | 8.0%
35 | i | 0.5 | 43% | 2% | 151%
36 | i | 1.0 | 4% | 4% | -2.8%
37 | x | x | -32% | -3% | 7.7%
38 | i | 1.0 | -15% | -3% | -2.3%
39 | i | 1.4 | -28% | -3% | -3.3%
40 | i | 0.7 | -6% | 4% | -3.1%
41 | i | 0.7 | -4% | -3% | -1.7%
42 | i | 0.4 | -17% | -1% | -0.7%
43 | i | 0.5 | -17% | 3% | 0.2%
44 | i | 0.4 | 16% | -2% | 2.4%
45 | i | 0.6 | -8% | 12% | 0.7%
46 | x | x | -4% | -5% | -0.8%
47 | i | 1.4 | 13% | -6% | 11%
48 | i | 0.6 | -24% | -1% | 5.2%

This is a subset, so the mix of outcomes need not match the whole.
